From PubChem
RNase H inhibition: RNase H inhibition, HIV 1 Gag Pol polyprotein, FRET biochemical assay, screening (AID 372). HIV-1 RT RNase H, FRET RNA/DNA substrate fluorescence; higher % means a stronger effect. hit rate 0.77% among 100,000. inhibition, % at 10 µM; hits with a dose series show IC50 in µM; in the data active = inhibition above about 50%
Active calls of the source: *. This is a subset (hit frequency here may not be typical).

SMILES	RNase H inhibition
O=C(NC1CCCCC1)C1CC(=O)N(c2ccc(Br)cc2)C1 (centres undefined)	2%
Cc1cccc(C(=O)Nc2ccccc2I)c1	0%
CC1CC(Nc2ccccc2)c2ccccc2N1C(=O)c1cccs1 (centres undefined)	18%
COc1ccc(CNC(=O)CN(c2ccc(C)cc2)S(=O)(=O)c2ccc(SC)cc2)cc1	12%
CCC12c3ccccc3C(c3ccccc31)C1C(=O)N(c3ccccc3OC)C(=O)C12 (centres undefined)	11%
COc1ccc(OC)c(NC(=O)C2C3CCC(C3)C2C(=O)O)c1 (centres undefined)	7%
COc1ccc(CCNC(=O)c2ccc(OC)c(OC)c2)cc1	0%
CCOC(=O)c1cnn2c(C(F)(F)F)cc(-c3ccco3)nc12	4%
CCOc1ccc2c(c1)C(C)CC(C)(C)N2C(=O)Nc1ccccc1 (centres undefined)	23%
N#Cc1c(-c2ccco2)cc(-c2ccccc2)[nH]c1=S	29%
CCCCc1ccc(-c2csc(/C(C#N)=C\c3ccc(CC)cc3)n2)cc1	20%
CCOC(=O)C1=C(CC)OC(N)=C(C#N)C1c1ccccc1Cl (centres undefined)	23%
NC(=O)c1c(NC(=O)/C=C/C(=O)O)sc2c1CCCC2	0%
Cc1ccc(C(=O)Nc2ccc(Cl)cc2C)c(Cl)c1	11%
COc1ccccc1C(=O)Nc1ccc(F)cc1	15%
Cc1ccc(N(CC(=O)N/N=C/c2ccco2)S(=O)(=O)c2ccccc2)cc1	5%
Cc1ccccc1NC(=O)c1c(NC(=O)c2ccccc2)sc2c1CCCCC2	22%
COc1cc(-c2nc3ccccn3c2/N=C/c2cn[nH]c2-c2ccccc2)ccc1O	16%
O=C(CSc1nnnn1-c1ccccc1)N1c2ccccc2Sc2ccccc21	14%
CCOC(=O)C1=C(C)N=c2s/c(=C\c3ccc([N+](=O)[O-])cc3)c(=O)n2C1c1ccc(OC)c(OC)c1 (centres undefined)	16%
O=C(NC(=S)Nc1ccc(F)c([N+](=O)[O-])c1)c1cccs1	0%
Cc1ccc(NC(=S)NN=C(/C=C/c2ccccc2)/C=C/c2ccccc2)cc1	9%
O=c1oc2ccccc2c(O)c1Cc1ccccc1	3%
O=C(CN(c1ccc(F)cc1)S(=O)(=O)c1ccccc1)N1CCOCC1	5%
Cc1ccc(NC(=O)Nc2nnc(CSc3ccc(Cl)cc3)s2)cc1	48%
CCOc1cccc(NC(=O)/C(C#N)=C\c2ccc(-c3cc(Cl)ccc3Cl)o2)c1	15%
COc1ccc2[nH]cc(CCNC=O)c2c1	2%
Nc1nnc(SCC(=O)Nc2ccc3nc(SCC(=O)Nc4ccccc4)sc3c2)s1	0%
Cc1ccc2[nH]c3c(c2c1)CC/C(=C/N(C)C)C3=O	14%
O=C(CSc1nnnn1-c1ccccc1)c1ccc2c(c1)Cc1ccccc1-2	0%
O=c1/c(=C\c2ccc(Oc3ccc(C(F)(F)F)cc3[N+](=O)[O-])cc2)sc2nc3ccccc3n12	18%
COc1cc(C=O)c(Br)cc1OCc1ccc(Cl)cc1	18%
Cc1ccn(-c2ccc3cc(-c4ccccc4)c(=O)oc3c2)n1	2%
COc1ccc(NC(=O)C(=O)N/N=C/c2cccnc2)c(OC)c1	0%
O=C(NCC1CCCO1)c1nn2c(c1Br)NC(c1cccs1)CC2C(F)(F)F (centres undefined)	2%
O=C(O)CCCCCN1C(=O)C(=O)/C(=C(/O)c2ccc([N+](=O)[O-])cc2)C1c1ccccc1F (centres undefined)	7%
COc1ccc(-c2csc(/C(C#N)=C\Nc3cccc(C)c3C)n2)cc1OC	17%
COC(=O)c1c(NC(=O)c2cc(-c3cccc(C)c3)nc3ccccc23)sc(C)c1C	0%
COc1ccc(C=O)cc1OCc1ccc(Cl)cc1	29%
CCCc1ccc(O)c(N=Cc2cc([N+](=O)[O-])cc(OCC)c2O)c1	2%
Cc1ccc(S(=O)(=O)N(CC(=O)N2CCCCCC2)c2cccc(Br)c2)cc1	11%
Cc1ccc(S(=O)(=O)N(Cc2ccccc2)c2ccccc2C(=O)NCCc2ccccc2)cc1	20%
Cc1onc(-c2c(Cl)cccc2Cl)c1C(=O)Nc1ccc(OCc2ccccc2)cc1	10%
COc1ccc(/C=C(\NC(=O)c2ccc(Cl)cc2)C(=O)NCc2ccco2)cc1OC	0%
O=C(CSc1ncc(-c2ccccc2)[nH]1)NCCOc1ccccc1	0%
O=C(/C=C/c1ccc(F)cc1)NCc1ccc(Cl)cc1	2%
O=C1C2C3c4ccccc4C(c4ccccc43)C2C(=O)N1c1ccc(Cl)cc1 (centres undefined)	8%
C(=N\n1cnnc1)/c1cccc(OCCOc2ccc(C3CCCCC3)cc2)c1	0%
Brc1ccc(OCCN2CCCC2)cc1	11%
Cn1c(C(O)c2nc3ccccc3n2Cc2ccccc2)nc2ccccc21 (centres undefined)	8%
CCOC(=O)COc1ccc(/C=C2\C(=O)NC(=O)N(c3ccc(CC)cc3)C2=O)cc1Br	16%
CCOC(=O)c1ccc(NC(=O)Nc2ccc(Cl)cc2)cc1	13%
O=c1oc2cc(OCc3c(F)cccc3Cl)ccc2c2c1CCCC2	11%
COc1cccc(NC(=S)NC(=O)/C=C/c2ccc(Cl)cc2Cl)c1	32%
NNC(=O)COc1ccc2ccccc2c1Br	0%
N#Cc1c2c(c(Nc3ccccc3)n3c1nc1ccccc13)CCC2	4%
COc1cc2c(cc1NS(=O)(=O)c1cccc([N+](=O)[O-])c1)oc1ccccc12	10%
COC(=O)c1ccccc1NC(=O)COc1ccccc1	23%
CNC(=S)N/N=C/c1cc(Cl)c(OCc2ccccc2)c(OC)c1	7%
COc1ccc(CCNc2cc(N3CCN(C(=O)c4ccccc4F)CC3)ccc2[N+](=O)[O-])cc1OC	0%

Later entries
SMILES	RNase H inhibition
CCCC1=NN2C(=N)/C(=C/c3ccc(-c4ccccc4C(=O)OC)o3)C(=O)N=C2S1	0%
O=C(/C=C/c1cc(Br)cs1)Nc1ccc(Cl)cc1Cl	6%
O=C(N/N=C/c1cccnc1)c1sc2ccccc2c1Cl	10%
CCOC(=O)/C(C#N)=C/c1cc2ccccc2nc1Cl	13%
Cn1c(=O)c2c(nc(SCc3ccc([N+](=O)[O-])cc3)n2C)n(C)c1=O	0%
CCOc1ccc(N(CC(=O)Nc2ccccc2C)S(C)(=O)=O)cc1	0%
O=C(NC(=S)Nc1cc([N+](=O)[O-])cc(Cl)c1O)c1ccccc1	3%
COc1cc(NC(=O)COc2ccccc2C)cc(OC)c1	0%
O=c1c2ccccc2c(=O)c2c1c(O)cc1sc3ccccc3[nH]c12	9%
CC(=O)c1ccc(N2CCOCC2)c(F)c1	7%
C/C(=N/OCC(=O)N/N=C/c1ccccc1NS(=O)(=O)c1ccc(C)cc1)c1ccccc1	13%
CCCN(CCC)C(=O)Cc1cccs1	4%
CCOc1ccccc1C1C(C(=O)OCCSCC)=C(C)NC2=C1C(=O)CC(C)(C)C2 (centres undefined)	0%
CSc1nc2ccc(NC(=O)/C=C/c3ccccc3)cc2s1	17%
CC/C(=C/C(=O)c1ccncc1)Nc1cccc(O)c1	14%
COc1ccc(C(=O)Nc2cccc(C(=O)Nc3nccs3)c2)cc1	19%
COc1ccc(CCNC(=O)C(=O)Nc2cccc(C)c2)cc1	0%
Cc1ccccc1NC(=O)C(=O)N/N=C/c1cccc2ccccc12	1%
COCCNC(=O)c1cc2n(n1)C(C(F)(F)F)CC(c1ccc(F)cc1)N2 (centres undefined)	8%
N#Cc1ccc(N=Cc2ccc(Br)s2)cc1	14%
CSc1nnc2c(n1)OC(c1ccc(OCc3ccccc3)cc1)Nc1ccccc1-2 (centres undefined)	0%
COc1cc(OC)c(OC)cc1/C=N/NC(=O)c1cc(-c2ccccc2)nc2ccccc12	13%
COc1ccc(OC)c(CN2CCN(Cc3ccc(OC)c(Br)c3)CC2)c1	8%
COc1ccc(CC(=O)O/N=C(\N)Cc2ccc(Cl)cc2Cl)cc1OC	4%
CCOC(=O)C1CCN(C(=O)c2ccccc2F)CC1	0%
N#Cc1ccccc1COc1ccc(/C=N/NC(=O)c2cccnc2)cc1Br	38%
Nc1nnc(Cc2ccc(Br)cc2)s1	6%
O=C(Nc1ccncc1)c1ccc([N+](=O)[O-])cc1	4%
CC(=O)N/C(=C\c1ccccc1)C(=O)Nc1ccc(Cl)c(Cl)c1	11%
O=C(NC1CCCCC1)Oc1ccc2oc(=O)sc2c1	8%
O=c1c2ccccc2nc(SCc2ccc([N+](=O)[O-])cc2)n1-c1ccccc1	8%
O=C(c1ccccc1Cl)N(C1CCCCC1)C1CCCCC1	9%
COc1ccc(NC(=O)/C=C/c2ccc3c(c2)OCO3)c(OC)c1	9%
C#CCOc1ccc(/C=C2\C(=O)NC(=S)N(c3ccc(OCC)cc3)C2=O)cc1Br	21%
CCOc1ccc(C(=O)NC(=S)Nc2ccc3c4c(cccc24)CC3)cc1Cl	5%
CCN(CC)CCN1C(=O)C(O)=C(C(=O)/C=C/c2ccccc2)C1c1ccccc1OC (centres undefined)	0%
CCC1(CC)Cc2ccccc2-c2nc(NN)n(Cc3ccccc3)c(=O)c21	12%
CCN(CC)c1ccc(C2NC(=O)NC(C)=C2C(=O)OCc2ccc(OC)cc2)cc1 (centres undefined)	40%
O=C(NN(C(=O)C1CC1)c1nc2ccccc2s1)C1CC1	15%
O=C1c2ccccc2C(=O)N1/N=C/c1c[nH]c2ccccc12	2%
COc1ccc(/C=N/N(C)c2cc(C)nc(-c3ccccc3O)n2)cc1	7%
O=C(c1cc2cc(Br)ccc2oc1=O)N1CCSC1c1ccc([N+](=O)[O-])cc1 (centres undefined)	14%
CCC1CCc2c(sc(NC(=O)Cc3ccccc3)c2C(=O)OC)C1 (centres undefined)	8%
O=C(c1cnn2c(C(F)(F)F)cc(-c3cccs3)nc12)N1CCOCC1	7%
CCn1c2ccccc2c2nnc(SCC(=O)Nc3cc(C)ccn3)nc21	4%
O=C(COc1ccccc1[N+](=O)[O-])Nc1ccc(N2CCOCC2)c(Cl)c1	15%
CCOC(=O)C1=C(C)N=c2s/c(=C\c3cc(C)n(-c4ccc(C)cc4)c3C)c(=O)n2C1c1ccccc1Cl (centres undefined)	35%
CCc1ccccc1NC(=O)CN(c1ccc(Br)cc1)S(C)(=O)=O	10%
CC(N=C(NS(=O)(=O)c1ccccc1)c1ccccc1)C(=O)O (centres undefined)	9%
C=CCn1c(SCC(=O)N2CCCCC2)nc2sc3c(c2c1=O)CCC3	11%
Cc1cccc(C)c1NC(=O)CSc1nc2ccccc2s1	23%
CC(=O)C1=C(Nc2ccccc2)CC(C)(O)C(C(C)=O)C1c1cccnc1 (centres undefined)	0%
CC(Oc1ccc(Cl)cc1Cl)C(=O)NCCN(C)C (centres undefined)	0%
Cc1ccccc1OCC(=O)NNC(=O)c1ccc(-c2ccccc2)cc1	3%
CCOc1ccccc1/C=C(\C#N)c1nc2ccccc2[nH]1	10%
O=C(Nc1ccc(I)cc1Cl)c1cc2ccccc2o1	2%
O=C(COc1ccccc1[N+](=O)[O-])N/N=C/c1cc(I)ccc1O	5%
CSc1nc2c(c(=O)n1C)C(C)(C)Cc1ccccc1-2	24%
CCCC(=O)Nc1ccc(NC(=O)COc2ccc(C(C)(C)C)cc2)cc1	1%
CCOC(=O)c1c(NC(=O)CNC(C)(C)C)sc2c1CCCCC2	5%

Other records
SMILES	RNase H inhibition
Cc1cc(OCC(=O)Nc2cccc3nsnc23)ccc1Cl	18%
Cc1ccc(NC(=O)Cc2nnc(NC(=O)Nc3ccccc3)s2)cc1	1%
COc1ccc(C)cc1NC(=O)CN(c1ccc(C)cc1)S(=O)(=O)c1ccc(OC)c(OC)c1	11%
CCOC(=O)c1ccc(NC(=O)c2cc(-c3ccc(OCC)cc3)nc3ccccc23)cc1	17%
COc1ccc(C2CC(C(F)(F)F)n3nc(C(=O)Nc4cc(OC)c(Cl)cc4OC)c(Cl)c3N2)cc1 (centres undefined)	14%
Cc1cc(CN2CCCCC2)oc1C(=O)O	4%
COc1ccc(C=NN2CCN(C3c4ccccc4-c4ccccc43)CC2)cc1Br	16%

Filtered by structure: the compounds so far with an aryl thioether with sulfur outside any ring
SMILES	RNase H inhibition
COc1ccc(CNC(=O)CN(c2ccc(C)cc2)S(=O)(=O)c2ccc(SC)cc2)cc1	12%
O=C(CSc1nnnn1-c1ccccc1)N1c2ccccc2Sc2ccccc21	14%
Cc1ccc(NC(=O)Nc2nnc(CSc3ccc(Cl)cc3)s2)cc1	48%
Nc1nnc(SCC(=O)Nc2ccc3nc(SCC(=O)Nc4ccccc4)sc3c2)s1	0%
O=C(CSc1nnnn1-c1ccccc1)c1ccc2c(c1)Cc1ccccc1-2	0%
O=C(CSc1ncc(-c2ccccc2)[nH]1)NCCOc1ccccc1	0%
Cn1c(=O)c2c(nc(SCc3ccc([N+](=O)[O-])cc3)n2C)n(C)c1=O	0%
CSc1nc2ccc(NC(=O)/C=C/c3ccccc3)cc2s1	17%
CSc1nnc2c(n1)OC(c1ccc(OCc3ccccc3)cc1)Nc1ccccc1-2 (centres undefined)	0%
O=c1c2ccccc2nc(SCc2ccc([N+](=O)[O-])cc2)n1-c1ccccc1	8%
CCn1c2ccccc2c2nnc(SCC(=O)Nc3cc(C)ccn3)nc21	4%
C=CCn1c(SCC(=O)N2CCCCC2)nc2sc3c(c2c1=O)CCC3	11%
Cc1cccc(C)c1NC(=O)CSc1nc2ccccc2s1	23%
CSc1nc2c(c(=O)n1C)C(C)(C)Cc1ccccc1-2	24%
